Source: PubChem BioAssay (National Center for Advancing Translational Sciences (NCATS))
N370S GC: inhibitors or activators of N370S glucocerebrosidase for Gaucher disease. N370S GC spleen homogenate, 4MU-glucoside fluorescence. Potency, µM (top dose mostly 59.4 µM), without a hit: at the highest dose activity change, negative = inhibition, actives largely listed as inhibitors. 330,000 compounds, 0.092% hits. AID 2101;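 further: 0% = full enzyme activity and -100% = no enzyme basal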
TDP1 inh: blocks human tyrosyl-DNA phosphodiesterase 1 | 350,000 compounds, 0.28% hits | Potency, µM (series often up to 130 µM), inactives show top-dose activity change, negative = inhibition, usual class: inhibitors | Q9NUW8 | recombinant TDP1, AlphaScreen DNA substrate cleavage | AID 485290; further: nearly all actives have a fitted effect of over 40% in size
Target sequence (Q9NUW8 whole entry, looked up): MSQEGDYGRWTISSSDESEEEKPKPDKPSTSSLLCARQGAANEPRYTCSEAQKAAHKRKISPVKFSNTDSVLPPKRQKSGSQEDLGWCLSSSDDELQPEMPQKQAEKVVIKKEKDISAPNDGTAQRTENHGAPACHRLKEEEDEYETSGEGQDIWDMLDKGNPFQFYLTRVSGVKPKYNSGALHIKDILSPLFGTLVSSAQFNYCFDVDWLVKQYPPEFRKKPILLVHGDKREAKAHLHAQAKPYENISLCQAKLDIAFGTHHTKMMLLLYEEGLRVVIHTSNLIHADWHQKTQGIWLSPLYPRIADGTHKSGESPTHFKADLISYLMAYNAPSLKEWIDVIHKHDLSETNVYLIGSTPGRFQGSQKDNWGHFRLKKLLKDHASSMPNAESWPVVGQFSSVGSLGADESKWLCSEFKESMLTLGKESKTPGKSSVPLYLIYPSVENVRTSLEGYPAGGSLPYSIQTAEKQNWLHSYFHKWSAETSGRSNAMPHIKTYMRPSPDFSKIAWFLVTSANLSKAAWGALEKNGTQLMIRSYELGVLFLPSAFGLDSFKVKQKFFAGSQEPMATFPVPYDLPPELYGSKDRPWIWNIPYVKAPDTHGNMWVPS
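Enzyme-compound mixtures sat 15 min at room temperature, followed by a 5 min reaction with 15 nM final substrate and 10 min with AlphaScreen beads. Recombinant human Tdp1 was used at 1 nM final.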
FEN1 inhibitor: human FEN1 inhibition | Potency, µM (highest dose often 114 µM), inactives show top-dose activity change, negative = inhibition, most hits filed as inhibitors | AID 588795 | Recombinant FEN1 flap cleavage, fluorescence, 15 min | 390,000 compounds, 0.35% hits | P39748; further: nearly all actives have a fitted effect of over 65% in size
Target sequence (P39748 whole entry, looked up): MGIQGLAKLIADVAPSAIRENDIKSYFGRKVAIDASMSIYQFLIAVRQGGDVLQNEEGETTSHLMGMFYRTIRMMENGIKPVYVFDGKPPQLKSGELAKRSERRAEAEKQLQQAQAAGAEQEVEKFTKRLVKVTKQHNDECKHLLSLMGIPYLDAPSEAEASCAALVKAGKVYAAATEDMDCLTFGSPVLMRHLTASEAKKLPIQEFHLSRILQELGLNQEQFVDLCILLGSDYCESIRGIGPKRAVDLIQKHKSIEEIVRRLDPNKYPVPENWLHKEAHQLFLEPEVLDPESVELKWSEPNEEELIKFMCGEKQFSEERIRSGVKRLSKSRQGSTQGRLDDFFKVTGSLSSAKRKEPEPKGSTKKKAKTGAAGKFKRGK
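FEN1 at 10 nM, compound pretreatment for 15 min (room temperature), 50 nM final substrate to initiate; endpoint reads at 0 and 15 min; DMSO-only plates used as vehicle background.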
* hit, by the source's call; ? = inconclusive; / = not tested or not shown; & = joins results of further samples; [ ] = another dose, or the depositor's remark. The call rests on the fitted dose curve; in most records, active means well fitted curve in the direction sought with a large enough effect; inconclusive means small, poorly fitted or top-dose-only effect, or another doubt; inactive means no such curve, though single readings can be large; an effect the other way counts as inactive or inconclusive. Unless noted, on the % scale 0 is the no-effect control and ±100 the full control effect; potency means the concentration at half of the fitted maximal effect.

SMILES	N370S GC	TDP1 inh	FEN1 inhibitor
CSc1nsc(SCC(=O)NC2CCCCC2)n1	2%	2%	0%
COc1ccccc1CNC(=O)COC(=O)CCC(=O)c1cccs1	8%	-8%	-1%
O=C(NC1CCCCC1)C(c1cccs1)N(C(=O)Cc1c[nH]c2ccccc12)c1ccc(F)cc1 (stereo unspecified)	2%	9%	-1%
O=C(NNS(=O)(=O)c1ccc(F)cc1)c1ccccc1F	-9%	6%	22%
COc1cc(S(=O)(=O)Nc2ccc(C)cc2)ccc1N=Cc1c(C)[nH]n(-c2ccc(C)cc2)c1=O	6%	-3%	-17%
CC1CN(C(=O)CNC(=O)COc2ccccc2)CC(C)O1 (stereo unspecified)	/	1%	15%
CCN1CCN(c2ccc(S(=O)(=O)N3CCCCC3)cc2NC(=O)c2cccc(Cl)c2)CC1	-13%	-11%	-16%
O=C(O)c1ccc(Oc2ccccc2)o1	5%	0%	-4%
CCOc1ccc(N(CC)S(=O)(=O)N2CCCC(C(=O)Nc3cc(Cl)ccc3OC)C2)cc1 (stereo unspecified)	/	-3%	3%
O=S(=O)(Nc1nccs1)c1ccc(NCc2cc(Br)cc(Br)c2O)cc1	-2%	7%	-5%
COc1ccccc1/C=C/CN1CCNC(=O)C1CC(=O)NCCc1cnccn1 (stereo unspecified)	-9%	3%	4%
O=C(c1ccc(CNS(=O)(=O)c2cccc(C(F)(F)F)c2)cc1)N1CCOCC1	-2%	-1%	2%
CC(NC(c1ccccc1)c1ccccc1)C(=O)N1CCCc2ccccc21 (stereo unspecified)	5%	-8%	-10%
CC(C)(C)[C@H]1COC(=O)[C@H](NC(=O)OCC2c3ccccc3-c3ccccc32)C/C=C\C[C@@H](CC(=O)N(CCO)Cc2ccccc2)C(=O)N1	/	2%	0%
Cc1ccc(Nc2nc(C)nc3c2oc2ccccc23)cc1	3%	5%	-2%
COc1ccccc1CNC(=O)C1CC(c2c(Cl)cccc2Cl)=NO1 (stereo unspecified)	4%	6%	-15%
Nc1nc(SCC(=O)Nc2cccc(S(=O)(=O)N3CCCCCC3)c2)n[nH]1	4%	0%	4%
O=c1[nH]nc(CNc2ccc(Cl)cc2Cl)c2ccccc12	11%	5%	-2%
O=C1COc2ccc(C(=O)COC(=O)CCc3ccc(S(=O)(=O)N4CCOCC4)cc3)cc2N1	11%	6%	5%
COc1ccccc1-c1nnc(NC(=O)OCC(C)C)s1	8%	2%	-12%
Cn1c(CC(=O)Nc2ccccc2Cl)nnc1SCC(=O)NC1=NCCS1	1%	-1%	6%
COc1ccc(-c2nnc(CSc3ncnc4sc5c(c34)CCC5)o2)cc1OC	12%	-2%	4%
CC1CCN(Cc2c(O)ccc3c(=O)c(-c4ccc(Cl)cc4)c(C(F)(F)F)oc23)CC1	/	2%	-7%
COC(=O)c1cc(NCc2c(F)cccc2Cl)ccc1N1CCOCC1	-4%	6%	2%
COc1ccc(Nc2cc(C)nc3ncnn23)c(OC)c1	5%	3%	-9%
CCCCCCN(C(=O)CCCN1C(=O)NC(c2ccc(-c3ccccc3)cc2)C(C(=O)OCc2ccccc2)=C1C)C(C)C(=O)NCCCC (stereo unspecified)	/	1%[56.1 µM]	-16%
CC1(C)NC(=O)N(CC(=O)Nc2ccc(-n3cnnn3)cc2)C1=O	/	-1%	-14%
CC(C)CC(=O)N1CCN(S(C)(=O)=O)CC1	3%	-4%	-7%
CC(C)CNC(=O)COC(=O)/C=C/c1ccco1	-1%	/	-17%
CCN(CC)C(=O)C(Oc1ccc(S(=O)(=O)N2CCCC2)cc1[N+](=O)[O-])c1ccccc1 (stereo unspecified)	-10%	15%	-4%
O=C(C1=NNCC1c1ccccc1)C1OC1c1ccccc1 (stereo unspecified)	-3%	6%	-4%
Cc1ccc(S(=O)(=O)NCCNS(=O)(=O)c2ccc(C)cc2)cc1	-15%	/	-8%
C=CCOc1cccc(C2/C(=C(/O)c3ccc(Cl)cc3)C(=O)C(=O)N2CCN2CCOCC2)c1 (stereo unspecified)	0%	-2%	0%
Cc1c(Cl)c([N+](=O)[O-])nn1CCCC(=O)O	4%	-10%	-5%
O=C(NCc1cccnc1)c1cccc(OC2CCN(Cc3ccc(CO)o3)CC2)c1	2%	-11%	-3%
C=CCC1(Cl)C(=O)C(Cl)=C(N2CCOCC2)C1(OC)OC (stereo unspecified)	-20%	-2%	3%
CCNS(=O)(=O)c1ccc(CCC(=O)Nc2ccc3c(c2)OCCO3)cc1	-7%	/	19%
C=CCc1cc(OC)ccc1OCC(O)CN1CCN(c2ccc(OC)cc2)CC1 (stereo unspecified)	-8%&-3%	9%&4%	-11%&-13%
CN(CC(=O)Nc1ccc(Cl)c(Cl)c1)CC(=O)Nc1ccc2c(c1)OCO2	/	2%	-26%
COc1ccc(OCC(=O)Nc2nnc(S(=O)(=O)N3CCCCCC3)s2)cc1	0%	0%	13%&-1%
COc1ccc(NC2CCCN(C(=O)c3ccc4nccnc4c3)C2)cc1OC (stereo unspecified)	-3%	7%	9%
CSc1ccc(/C=N/Nc2cccc(C(=O)O)c2)cc1	21%	1.1µM*	22µM*
CCC(C(=O)Nc1ccc(C(=O)OC)cc1)n1c(=O)c(-c2ccccc2NC(C)=O)nc2ccccc21 (stereo unspecified)	/	9%	-8%
Clc1ccccc1OCc1nn[nH]n1	3%	/	-3%
CN(C)N1C(N)=C(C#N)C(c2cccs2)C2=C1CCCC2=O (stereo unspecified)	-9%	4%	0%
COc1ccc(CC(=O)NC(C)c2nnc(SCC(=O)c3ccc(OC)cc3)n2C)cc1 (stereo unspecified)	7%	-3%	1%
O=c1cc(CN2CCN(Cc3ccccc3)CC2)c2ccc(O)c(O)c2o1	-3%	/	0%
CN(C)S(=O)(=O)Oc1cccc(C(=O)Nc2cccc(Cl)c2)c1	7%	-2%	?
O=S(=O)(NC1=NCCC1)c1cccc(NS(=O)(=O)c2ccc(OC(F)(F)F)cc2)c1	1%	1%	-2%
C=CCNC(=S)NNC(=O)c1ccc(OCC(C)C)cc1	7%	5%	-3%
Cc1c(OCC(=O)NCCN2CCOCC2)ccc2c3c(c(=O)oc12)CCC3	2%	0%	0%
COC(=O)c1ccc(Oc2nc(Nc3ccc(F)cc3)nc(N3CCCC3)n2)cc1	10%	-7%	-4%
Cc1cc(NS(=O)(=O)c2ccc3nc(-c4ccccc4)[nH]c3c2)ccc1Br	/	8%	-6%
Cc1nn(C)cc1S(=O)(=O)N1CCN(Cc2ccccc2Cl)CC1	-7%	-5%	2%
COc1ccc(OC)c(C(c2nnnn2C2CCCC2)N2CCN(c3ccccc3F)CC2)c1 (stereo unspecified)	22%	4%	-13%
O=C(c1ccc(Cn2cc([N+](=O)[O-])cn2)o1)N1CCCC1	-3%	4%	-7%
CCOc1cc(C2NC(=O)NC(c3ccccc3)=C2C(C)=O)ccc1OC(C)=O (stereo unspecified)	0%	-1%	2%
CCc1cc(-c2[nH]ncc2-c2ccc3c(c2)OCO3)c(O)cc1O	-11%	10%	?
Cc1ccc(CCNC(=O)C2CC(c3ccc(C(F)(F)F)cc3)=NO2)cc1 (stereo unspecified)	3%	5%	-6%
CC(C)c1onc(C(=O)N(C)Cc2ccccc2)c1[N+](=O)[O-]	9%	-3%	10%

(next part)
SMILES	N370S GC	TDP1 inh	FEN1 inhibitor
O=C(CC12CC3CC(CC(C3)C1)C2)Nc1ccccc1N1CCOCC1	20%	-14%	4%
CC(=O)NNc1nc(-c2ccccc2)cs1	-5%	5%	-7%
OC(CNC1CCCC1)COCCOc1ccc(Br)cc1 (stereo unspecified)	1%	3%	-10%
Cc1csc(NC(=O)c2cc(=O)[nH]c3ccccc23)n1	6%	3%	1%
COc1cc2c(cc1OC)CN(c1ccc(C(N)=O)cc1[N+](=O)[O-])CC2	-7%	2%[0.0935 µM]	-6%
CCOc1cc(C(=O)N2CCN(c3ccccc3)CC2)cc(OCC)c1OCC	-5%	10%	-3%
COc1ccccc1CN1CC(C(=O)N2CCCCO2)CCC1=O (stereo unspecified)	2%	5%	1%
Cc1ccc(S(=O)(=O)NCCC(=O)NNC(=O)C2COc3ccccc3O2)cc1 (stereo unspecified)	-22%	/	2%
CCN(CCCNC(=O)c1[nH]c(C)c(C(C)=O)c1C)c1cccc(C)c1	4%	9%	-3%
CCCC(=O)Nc1cc(S(=O)(=O)N2CCOCC2)ccc1N1CCCCC1	/	2%	-6%
CCC(C)NC(=O)C1CCN(S(=O)(=O)c2ccc(-n3cnnn3)cc2)CC1 (stereo unspecified)	-15%	/	-7%
Cc1ccc(-c2cn(C[C@H]3CC[C@@H]([C@@H]4CC[C@H](Cn5cc(-c6ccc(C)cc6)nn5)O4)O3)nn2)cc1	8%	/	1%
CCN(CC)C(=O)Cn1cc(C(=O)C(=O)N2CCN(c3ccc([N+](=O)[O-])cc3)CC2)c2ccccc21	8%	5%	1%
COc1ccccc1NC(=O)Cn1cnc2ccc(S(=O)(=O)N3CCC(C)CC3)cc2c1=O	/	6%	10%
O=C(N/N=C/c1ccccc1O)C1CC(=O)N(c2ccc(Cl)cc2)C1 (stereo unspecified)	9%	1%	16%
Cc1c(Cl)c([N+](=O)[O-])nn1CCCC(=O)NC(C)c1ccccc1 (stereo unspecified)	5%	-3%	1%
O=C(O)c1cc(S(=O)(=O)NC2CCCc3ccccc32)ccc1O (stereo unspecified)	4%	-12%	-6%
CCc1ccc(N2CCn3c2nc2c3c(=O)n(C/C=C/c3ccccc3)c(=O)n2C)cc1	/	6%	2%
Cc1nc(C(=O)Nc2ccc(F)cc2)nn1-c1ccc([N+](=O)[O-])cc1	-18%	3%	-16%
Cc1ccc2ccc3cc(C(=O)Nc4ccc(C)c(F)c4)nc3c2[nH]1	/	-4%	-16%
CC1(C)C2CC[C@@]1(C)C(=O)C2	8%	10%[56.1 µM]	/
CCOC(=O)N1CCC(NC(=O)CS(=O)(=O)Cc2nc(-c3cccc(Cl)c3)oc2C)CC1	2%	1%	-14%
O=C(OCc1csc(-c2ccccc2)n1)C1=NN(c2ccccc2)C(=O)CC1	/	-2%	-3%
CC(C)Oc1ccc(C2CC(=O)N(c3ccc(C(=O)O)cc3)C2=O)cc1 (stereo unspecified)	6%	-11%	-8%
Cc1nn(C(C)C(=O)NCc2ccccc2Cl)c(=O)c2c1sc1ccccc12 (stereo unspecified)	17%	0%	-4%
CC(=O)c1ccc2c(c1)N(C)c1ccccc1S2	16%	/	-14%
CN1C(=S)SC(C)(C)C1N(O)C(=O)Nc1ccc(Cl)cc1 (stereo unspecified)	25%	0%	-16%
Cc1cccc(NC(=O)CCNC(=O)c2ccc(Br)cc2)c1C	-4%	/	17%
FC(F)Sc1ccc(NC(=S)NC(c2ccccc2)c2ccccc2)cc1	18%	2%	-17%
COc1ccc(NC(=O)c2ccc(CN3CCc4ccccc4C3)cc2)cc1OC	-11%	3%	7%
CN(Cc1ccccc1)C(=O)CN(Cc1ccccc1)S(C)(=O)=O	1%	4%	-5%
CCc1nc(Nc2ccccc2O)c2oc3ccccc3c2n1	-9%	/	-3%
CCCc1cc(=O)oc2cc(C)cc(OCC(=O)NC(Cc3ccc(Cl)cc3)C(=O)O)c12 (stereo unspecified)	5%	/	-12%
COCCn1c(-c2ccc3ccccc3c2)nc2c1c(=O)[nH]c(=O)n2CC(C)C	-6%	5%	-7%
O=C(c1ccco1)N1CCN(C(=O)c2cccs2)CC1	0%	5%	-6%

Nothing new here: an excerpt of the list.
SMILES	N370S GC	TDP1 inh	FEN1 inhibitor
Cc1ccc2ccc3cc(C(=O)Nc4ccc(C)c(F)c4)nc3c2[nH]1	/	-4%	-16%
CC1(C)C2CC[C@@]1(C)C(=O)C2	8%	10%[56.1 µM]	/
CCOC(=O)N1CCC(NC(=O)CS(=O)(=O)Cc2nc(-c3cccc(Cl)c3)oc2C)CC1	2%	1%	-14%
O=C(OCc1csc(-c2ccccc2)n1)C1=NN(c2ccccc2)C(=O)CC1	/	-2%	-3%
CC(C)Oc1ccc(C2CC(=O)N(c3ccc(C(=O)O)cc3)C2=O)cc1 (stereo unspecified)	6%	-11%	-8%
Cc1nn(C(C)C(=O)NCc2ccccc2Cl)c(=O)c2c1sc1ccccc12 (stereo unspecified)	17%	0%	-4%
CC(=O)c1ccc2c(c1)N(C)c1ccccc1S2	16%	/	-14%
CN1C(=S)SC(C)(C)C1N(O)C(=O)Nc1ccc(Cl)cc1 (stereo unspecified)	25%	0%	-16%
Cc1cccc(NC(=O)CCNC(=O)c2ccc(Br)cc2)c1C	-4%	/	17%
FC(F)Sc1ccc(NC(=S)NC(c2ccccc2)c2ccccc2)cc1	18%	2%	-17%
COc1ccc(NC(=O)c2ccc(CN3CCc4ccccc4C3)cc2)cc1OC	-11%	3%	7%
CN(Cc1ccccc1)C(=O)CN(Cc1ccccc1)S(C)(=O)=O	1%	4%	-5%
CCc1nc(Nc2ccccc2O)c2oc3ccccc3c2n1	-9%	/	-3%
CCCc1cc(=O)oc2cc(C)cc(OCC(=O)NC(Cc3ccc(Cl)cc3)C(=O)O)c12 (stereo unspecified)	5%	/	-12%
